# KDM5B inh: blocks human KDM5B histone demethylase activity. Potency, µM (doses to about 57.7 µM), without a hit: top-dose activity change, negative = inhibition, most hits filed as inhibitors. 220,000 tested, 2.6% active. KDM5B demethylase, FDH-coupled NADH fluorescence (FDH is formaldehyde dehydrogenase). Q9UGL1. AID 1347165; active means well fitted inhibition curve with a large enough effect; inconclusive means small, poorly fitted or top-dose-only effect; inactive means no such curve, though single readings can be large or run the other way; further: 0% is about no effect; nearly all actives have a fitted effect of over 70% in size
# Target sequence (Q9UGL1 whole entry, looked up): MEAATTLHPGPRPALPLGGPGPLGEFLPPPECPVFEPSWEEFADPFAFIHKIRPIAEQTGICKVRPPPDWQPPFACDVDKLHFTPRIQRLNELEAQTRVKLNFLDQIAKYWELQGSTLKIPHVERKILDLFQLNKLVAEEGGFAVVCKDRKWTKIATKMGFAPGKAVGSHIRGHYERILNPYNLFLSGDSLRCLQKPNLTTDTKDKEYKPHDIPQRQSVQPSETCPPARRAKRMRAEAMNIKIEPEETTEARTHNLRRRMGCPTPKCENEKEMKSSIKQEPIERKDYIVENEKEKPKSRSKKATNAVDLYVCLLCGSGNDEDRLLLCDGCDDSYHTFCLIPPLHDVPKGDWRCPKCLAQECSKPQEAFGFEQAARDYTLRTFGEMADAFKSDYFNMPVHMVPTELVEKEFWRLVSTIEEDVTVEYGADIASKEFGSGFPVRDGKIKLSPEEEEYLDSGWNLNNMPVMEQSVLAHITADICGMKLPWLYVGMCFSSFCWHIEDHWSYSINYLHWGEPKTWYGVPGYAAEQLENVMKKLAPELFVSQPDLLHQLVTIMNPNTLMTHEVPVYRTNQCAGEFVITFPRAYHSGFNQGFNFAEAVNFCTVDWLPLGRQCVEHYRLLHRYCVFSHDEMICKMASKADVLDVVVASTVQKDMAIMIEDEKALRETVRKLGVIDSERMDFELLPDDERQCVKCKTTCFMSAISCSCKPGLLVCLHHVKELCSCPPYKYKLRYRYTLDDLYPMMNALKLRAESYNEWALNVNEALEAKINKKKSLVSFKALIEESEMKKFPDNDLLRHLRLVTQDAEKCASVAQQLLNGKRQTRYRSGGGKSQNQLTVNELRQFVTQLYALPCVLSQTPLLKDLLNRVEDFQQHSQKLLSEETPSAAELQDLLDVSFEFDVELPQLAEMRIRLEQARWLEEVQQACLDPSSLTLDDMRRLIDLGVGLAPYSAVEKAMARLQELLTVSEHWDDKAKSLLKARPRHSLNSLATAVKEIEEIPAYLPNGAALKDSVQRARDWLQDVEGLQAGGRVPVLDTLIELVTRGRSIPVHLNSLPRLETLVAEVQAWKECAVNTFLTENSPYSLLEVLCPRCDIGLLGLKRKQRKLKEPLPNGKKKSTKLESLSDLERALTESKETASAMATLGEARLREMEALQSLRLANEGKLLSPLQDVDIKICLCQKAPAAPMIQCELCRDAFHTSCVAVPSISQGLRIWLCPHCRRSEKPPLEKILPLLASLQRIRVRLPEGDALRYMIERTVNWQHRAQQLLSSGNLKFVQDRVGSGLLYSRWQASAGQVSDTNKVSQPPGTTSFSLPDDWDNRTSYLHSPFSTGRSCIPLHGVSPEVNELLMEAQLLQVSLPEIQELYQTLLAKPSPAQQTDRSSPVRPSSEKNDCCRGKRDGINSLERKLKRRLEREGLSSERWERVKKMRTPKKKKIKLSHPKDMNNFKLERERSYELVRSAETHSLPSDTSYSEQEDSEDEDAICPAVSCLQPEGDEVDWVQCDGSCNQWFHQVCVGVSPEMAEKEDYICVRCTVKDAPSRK
#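 Inhibition is measured as reduced NADH fluorescence generation from FDH coupling to formaldehyde release. Truncated KDM5BΔAP at 200 nM final acts on H3K4me3 peptide (12.5 µM in substrate mix) in pH 7.5 HEPES buffer with Tween-20, 30 min, room temperature.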
# The depositor's hits bear a star; ? = inconclusive; [ ] = remark or other dose. Potency means the concentration at half of the fitted maximal effect.
SMILES,KDM5B inh
O=C(C[C@@H]1CCNC[C@@H]1Cc1cc(COc2ccccc2)on1)NCc1cccnc1,?
N#Cc1cccc(C(=O)NC2CCCCC2C(F)(F)F)c1 (stereo not drawn),24%
O=C(NCc1ccccn1)C(=O)Nc1nc(C23CC4CC(CC(C4)C2)C3)cs1,?
COc1ccc(S(=O)(=O)Nc2noc3ccccc23)cc1,-1%
CC1Cc2cc(C(=O)Nc3cccc(-c4nnc5n4CCCCC5)c3)ccc2N1S(C)(=O)=O (stereo not drawn),10%
O=C(NCc1nnc(SCC(=O)N2CCCCC2)o1)c1c(F)cccc1F,14%
Cc1cccc(OCC(=O)NC2CCc3nn(CC4CC4)c(=O)n3CC2)c1 (stereo not drawn),-20%
COCCN1CC(C(=O)N(C)Cc2cnn(-c3ccccc3C)c2)CCC1=O (stereo not drawn),27%
NC(=O)CN1C(=O)[C@@H]2CN(C(=O)c3cccs3)CCN2C1=O,-13%[86.2 µM]
CCNC(=O)N1CCc2nc(N3CCN(CC)CC3)sc2C1,?
CC(=O)C1=C(c2ccc(C)c(C)c2)N(C(C)=O)n2c(nnc2-c2ccc(Cl)cc2)S1,-22%
Cc1cc2oc3c(c(=O)c2cc1C)C(c1ccc(C(C)C)cc1)N(c1nc(C)c(C)s1)C3=O (stereo not drawn),20%
CCCN(CC1CCOC1)S(=O)(=O)Cc1ccccc1 (stereo not drawn),-2%
O=C1Cc2c(-c3ccccc3Oc3ccccc3)n[nH]c2CN1Cc1ccccc1F,-5%[86.2 µM]
O=C(CSc1ccccn1)NCc1cccnc1N1CCOCC1,?
Cc1ccc(S(=O)(=O)c2nc(-c3ccco3)oc2SCC(=O)Nc2ccc(F)cc2)cc1,-7%
CC/C=C/CC(=O)N1CCC2(CCN(Cc3cccnc3)CC2)C(CO)C1 (stereo not drawn),-24%
CS(=O)(=O)N1N=C(c2ccccc2)CC1c1ccco1 (stereo not drawn),-20%
COc1ccc(OC2CN(C(=O)c3ccccn3)C2)cc1,16%[149 µM]
COCCNC(=O)c1cc(C2CC2)nc2c1c(C1CCCN1)nn2-c1ccccc1 (stereo not drawn),-19%[115 µM]
O=C1COc2ccc(-c3ccccc3)nc2CN1,2%[115 µM]
COc1cc(NC(=O)c2cc(OC)c(OC)c(OC)c2)ccc1NC(=O)c1cccs1,34%[activator]
CC(C)CCN1CCC2(CC1)COc1ccccc1NC2=O,7%[86.2 µM]
O=C(O)c1ccc(CNCc2ccc(Cl)cc2)s1,-8%
CCNC(=O)[C@@H]1CCCN1C1(C(=O)NC)CCC1,-28%[115 µM]
COc1ccc(Nc2cc(Nc3cccc(OC)c3)ncn2)cc1,-12%
CN1CCC(N2CC[C@H](CO)[C@H](N(C)C)C2)CC1,2%
O=C(CN1C(=O)NC2(CCOCC2)C1=O)NCc1ccc2c(c1)OCO2,-12%
CCOC(=O)Nc1ccc2c(c1)nc1n2CCN(CCOC)C1,?
COc1ccc(F)cc1-c1ccc(CN)cc1,?
Fc1cccc(-n2ncc3c2ncn2nc(Cc4ccccc4)nc32)c1,-6%
COc1ccc(C(=O)NC2CC2)cc1,22%
Cc1ccc(O)c(C(=O)OCC(=O)Nc2cccc(N3CCCC3=O)c2)c1,?
Fc1ccc(NC(=S)NC2CCCCCC2)cc1,-24%
Cc1ccc(CN2C[C@@H]3C(=O)N(CCCN4CCCC4=O)C(=O)[C@@H]3C2)cc1C,19%
COc1ccc(C(NC(=O)Cn2c(=O)c3c(ncn3C)n(C)c2=O)C(C)C)cc1 (stereo not drawn),11%
COC[C@@H]1CN(C(=O)c2cccn2C)C[C@H]1c1ccncc1,11%
O=C(Cc1cccc(F)c1)OCc1cc(-c2ccccc2)on1,16%
Cn1c(-c2ccc(Cl)cc2Cl)cc2ccccc21,-16%
CCCNC(=O)CN(C)C(=O)c1cc2ccccc2n1C,-8%
Cc1cc(C)c2c(=O)n(CC(=O)Nc3cccc(F)c3)sc2n1,?
COC(=O)C1CN(Cc2ccc(OC)cc2)CCS(=O)(=O)N1Cc1ccc(C)cc1 (stereo not drawn),-4%
COCc1nc(C2CCCN(C(=O)c3ccccc3OC)C2)no1 (stereo not drawn),-4%
COc1ccc(-c2cc(N3CCC(NC(=O)c4ccc5nc[nH]c5c4)CC3)n[nH]2)cc1,-22%
Cc1nc([C@@H]2CN(C(=O)c3noc(C)c3Cn3cccn3)C[C@H]2C(N)=O)n[nH]1,-19%
COc1cc(C2C(C(=O)Nc3ccccc3)=C(C)Nc3nc(SCC(=O)c4ccc(C)cc4)nn32)ccc1O (stereo not drawn),-19%
Cc1nc(-c2cccs2)c(CC(=O)N2CCN(c3ccc(F)cc3)CC2)s1,-20%
O=C(Nc1ccncc1)c1ccccc1Cl,39%
CC(=O)C1C(c2ccc([N+](=O)[O-])cc2)C2C(C)=NN=C2CC1(C)O (stereo not drawn),8%
O=C(NCc1ccccc1)C(c1ccccc1)N(C(=O)c1csnn1)c1ccccc1 (stereo not drawn),17%

# (more compounds)
SMILES,KDM5B inh
CNC(=O)c1cc[nH]c1C1CCCN(C(=O)c2ccc(Cn3cncn3)o2)C1 (stereo not drawn),-12%
CCN(CC)CCNC(=O)c1nc(-c2cccc3[nH]ccc23)no1,0%
CC(=O)Nc1ccc(S(=O)(=O)NC(C)C(=O)NCC(c2ccco2)N2CCCCC2)cc1 (stereo not drawn),17%
Cc1cccc(NC(=O)C(=O)NC2CCC(C(C)(C)C)CC2)c1 (stereo not drawn),16%
N#Cc1cccnc1NCCNc1cccc2ccccc12,?
COc1ccccc1-n1c(-c2cc(-c3ccco3)[nH]n2)n[nH]c1=S,?
O=C(Nc1cccc(-c2ccc(F)cc2)c1)C1CCCN(C(=O)c2cccnc2)C1 (stereo not drawn),6%
CCOC(=O)c1c(N)sc2c1CCCC2=O,9%
CCc1ccc2nc(N3CCN(C(=O)c4ccccc4)CC3)sc2c1,-8%
O=C(Cn1c(=O)oc2cc(S(=O)(=O)N3CCCCCC3)ccc21)NCc1ccccc1Cl,?
CC1=C[C@@H](CNC(=O)C2CC2)[C@H](C(C)C)C[C@H]1CC(=O)N1CCOCC1,-28%[86.2 µM]
COc1cc2c(cc1OC)CN(Cc1cc(=O)c(OCc3cccc(Cl)c3)co1)CC2,2%
CCOc1ccc2nc(N3CCCC(C(=O)Nc4c(C)cccc4C)C3)sc2c1 (stereo not drawn),6%
Cc1ccc(Cn2cc(CN(C(C)(C)C)S(=O)(=O)c3ccc(F)cc3Br)nn2)cc1,-17%
O=C1CCCC2=C1C(c1ccccc1F)Nc1nonc1N2 (stereo not drawn),13%
CCCCCn1cnnc1SCC(=O)c1ccc2c(c1)OCO2,-11%
CCC(=O)NCCCNC(=O)c1nc2ccccc2c(=O)[nH]1,0%
Cc1ccc(CNC(=O)CSc2nnc3c(n2)[nH]c2ccc(F)cc23)cc1,-10%
N#Cc1ccccc1-n1ccnc1,28%
COc1ccc(-c2nc(SC(C)C(=O)NCC(C)C)n[nH]2)c(OC)c1 (stereo not drawn),-16%

# Some of the entries so far, with values ahead of the structure:
KDM5B inh | Molecule
? | COc1ccccc1-n1c(-c2cc(-c3ccco3)[nH]n2)n[nH]c1=S
6% | O=C(Nc1cccc(-c2ccc(F)cc2)c1)C1CCCN(C(=O)c2cccnc2)C1 (stereo not drawn)
9% | CCOC(=O)c1c(N)sc2c1CCCC2=O
-8% | CCc1ccc2nc(N3CCN(C(=O)c4ccccc4)CC3)sc2c1
? | O=C(Cn1c(=O)oc2cc(S(=O)(=O)N3CCCCCC3)ccc21)NCc1ccccc1Cl
-28%[86.2 µM] | CC1=C[C@@H](CNC(=O)C2CC2)[C@H](C(C)C)C[C@H]1CC(=O)N1CCOCC1
2% | COc1cc2c(cc1OC)CN(Cc1cc(=O)c(OCc3cccc(Cl)c3)co1)CC2
6% | CCOc1ccc2nc(N3CCCC(C(=O)Nc4c(C)cccc4C)C3)sc2c1 (stereo not drawn)
-17% | Cc1ccc(Cn2cc(CN(C(C)(C)C)S(=O)(=O)c3ccc(F)cc3Br)nn2)cc1
13% | O=C1CCCC2=C1C(c1ccccc1F)Nc1nonc1N2 (stereo not drawn)
-11% | CCCCCn1cnnc1SCC(=O)c1ccc2c(c1)OCO2
0% | CCC(=O)NCCCNC(=O)c1nc2ccccc2c(=O)[nH]1
-10% | Cc1ccc(CNC(=O)CSc2nnc3c(n2)[nH]c2ccc(F)cc23)cc1
28% | N#Cc1ccccc1-n1ccnc1
-16% | COc1ccc(-c2nc(SC(C)C(=O)NCC(C)C)n[nH]2)c(OC)c1 (stereo not drawn)

# (list continues)
SMILES,KDM5B inh
O=C(Cc1ccc(-c2ccccc2)cc1)Oc1ccc(Cl)c2ccccc12,-29%
Cc1ccc(NC(=O)C(C#N)=C2CCC(C(C)(C)C)CC2)cc1 (stereo not drawn),-25%
CCc1noc(-c2ccn3c(CNC(=O)Cc4cccc(OC)c4)nnc3c2)n1,22µM*
COc1cc(Br)c(/C=C/C(=O)O)cc1OC,?
O=C(OCC(=O)N1CCCCC1)c1cc(=O)c2cc(Cl)ccc2o1,-2%
CCCCCC(=O)Nc1cccc(-c2nc3ccccc3o2)c1C,4%
Cc1ccoc1C(=O)N1C[C@@H](COc2ccccc2)[C@H](C(N)=O)C1,-12%
CCc1ccc2oc(C(=O)NCCc3ccc(OC)c(OC)c3)cc(=O)c2c1,9%[11.5 µM]
O=C(NCC1CCN(c2cc(-c3ccc(F)cc3)[nH]n2)CC1)c1cc(C2CC2)[nH]n1,?
CCc1ccccc1NC(=O)c1cnc(N2CCCCC2)c2ccccc12,362%[activator]
O=C1CO[C@H]2CCN(Cc3ccccc3)CC[C@@H]2N1c1ccccc1,-30%[86.2 µM]
CCc1ccc(N2CC(c3noc(-c4sccc4C)n3)CC2=O)cc1 (stereo not drawn),?
O=C(Nc1ccc(F)c(Cl)c1)C1Cc2ccccc2CN1S(=O)(=O)c1ccc(F)cc1 (stereo not drawn),?
COC(=O)c1ccc(C(=O)N2CCC3(CCCN(CC4CCCCC4)C3)C2)cc1 (stereo not drawn),38%[activator]
O=C1NC[C@@H](CCC(=O)N2CCc3ccccc32)N2C[C@@H](NS(=O)(=O)c3ccc(F)cc3)C[C@@H]12,-8%
CS(=O)(=O)N1CCc2cc(C(=O)Nc3ccc(-c4nnc5n4CCCCC5)cc3)ccc21,-10%
COc1cccc(CNC(=O)[C@@H]2C[C@@H](O)CN2C2CCN(C(=O)c3ccc(OC)nc3OC)CC2)c1,-1%
Cc1ccc(F)c2c(C=O)c(C(C)(C)C)[nH]c12,0%
O=C(O)CCCc1ccc(Cl)c(Cl)c1,14%
Clc1ccc(Sc2ncccc2Cl)cc1,15%
O=C(COc1ncnc2ccccc12)Nc1ccc(F)c(F)c1,-1%
CC(=O)N1CCC(N[C@@H]2CO[C@H](CNS(C)(=O)=O)[C@H]2O)CC1,-3%[86.2 µM]
O=[S+]1([O-])NC2(CCN(Cc3cccnc3)CC2)CNc2ccccc21,5%
COCCCn1c(C)cnc1C1CCN(S(=O)(=O)c2ccccc2)C1 (stereo not drawn),10%
Cc1ccc(S(=O)(=O)NC[C@H]2O[C@@H](CC(=O)NCCN3CCOCC3)[C@H](O)[C@@H]2O)cc1,-22%
Cc1nn(C)c2sc(C(=O)N3CCN(S(=O)(=O)c4ccccc4Cl)CC3)cc12,-11%
O=C([C@@H]1C[C@H](Oc2cccnc2)CN1S(=O)(=O)Cc1ccccc1)N1CCOCC1,-12%
Cn1cnc2ccc(Nc3cccc(F)c3)nc2c1=O,-29%[115 µM]
O=C(Cc1ccccc1C(=O)O)Nc1cccc2ccccc12,-21%
COc1ccc(NC(=O)c2nc(C(O)c3ccccc3)oc2C)cn1 (stereo not drawn),4%[86.2 µM]
NS(=O)(=O)c1ccc(N/N=C/c2ccc(F)c(F)c2)c([N+](=O)[O-])c1,13%
Cc1ccc(C(=O)NC2CCN(C(=O)N3CC4CC(C3)[C@H]3CCCC(=O)N3C4)CC2)cc1 (stereo partly drawn),-3%
CCc1cn(C[C@H](NC(=O)C(C)(C)C)C(=O)O)c(=O)[nH]c1=O,-20%[86.2 µM]
COc1ccc(-c2ccc3c(c2)C(=O)N2CC[C@H](NC(=O)COCC(=O)O)[C@H]2C(=O)N3)c(OC)c1,?
CCN1c2cc(C(=O)Nc3cccc(OC)c3)ccc2C(=O)N2CCCCCC21 (stereo not drawn),?
O=C(NCc1noc(Cc2cccs2)n1)C1COc2ccccc2C1 (stereo not drawn),-26%
COc1ccc(CNC(=O)CC[C@@H]2CNC(=O)[C@@H]3C[C@H](NC(=O)NC(C)C)CN23)cc1,?
CCc1ccc(C2C(C(=O)Nc3ccccc3OC)=C(C)Nc3nc(SCc4ccccc4)nn32)cc1 (stereo not drawn),16%
CC(=O)c1ccc(NC(=O)C2CCC(CNS(=O)(=O)c3ccc4c(c3)CCCC(=O)N4)CC2)cc1 (stereo not drawn),16%
O=C(Cc1ccc2c(c1)OCCCO2)NC1CCCc2c1[nH]c1ccccc21 (stereo not drawn),?
CC(SC(C)c1ccc(F)cc1)C(N)=O (stereo not drawn),9%
COCC[C@]1(O)CCN(C(=O)c2cc(-n3cccn3)ccc2Cl)C[C@H]1C,-2%
CCn1ccc(C(=O)N2CCC(N3C[C@H](O)C[C@H]3C(=O)NC3CCCCC3)CC2)n1,-26%
CCOC(=O)C1CC1CN1CCCC2(Cc3ccccc3CNC2=O)C1 (stereo not drawn),12%[115 µM]
N#CCCNc1ccc(Br)cc1,-8%
N#Cc1ccc(OCC(O)CN2CCN(c3nccs3)CC2)cc1 (stereo not drawn),12%
CCc1cc(=O)oc2cc(OCc3nc(-c4cccc(Cl)c4)no3)ccc12,?
Cc1nc2ccccc2c(C)c1CC(=O)O,-16%
CC(=O)c1ccc(C(C)(C)C)cc1NC(=O)c1ccc(C)cc1,21%
CS(=O)(=O)c1ccc(O[C@H]2COCCN(c3nc4ccccc4s3)C2)cc1,-4%[86.2 µM]
CCN(CC)S(=O)(=O)c1ccc(N(C)C)c(N)c1,-7%
CCOC(=O)c1ccc(NC(=O)COC(=O)c2ccc3ccccc3n2)cc1,3%

# An excerpt; the hit share may differ from the screen's.
